mcGAS lum: mouse cGAS inhibition by luminescence | AID 1259399 | recombinant cGAS, Kinase-Glo ATP depletion luminescence | hit rate 0.15% among 160,000 | inhibition, % at 12.5 µM | Q8C6L5;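 note: 0% = negative control wells and 100% = reference inhibitor with no enzyme activity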
NPYLR7 agonist: activates Aedes aegypti NPYLR7 receptor; HEK293T NPYLR7/Galpha15, GCaMP6s calcium fluorescence; activation, % at 10 µM; hit rate 0.15% among 270,000; in the data active = activation above about 40%;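 note: 0% = vehicle and 100% = reference agonist at the receptor; some compounds past the cut are filed as inactive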
hcGAS inh: inhibitors of human cGAS. Q8N884. recombinant h-cGAS, ATP depletion, Kinase-Glo luminescence. inhibition, % at 12.5 µM. hit rate 0.081% among 290,000;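 note: 0% = vehicle reaction and 100% = reaction without DNA for no activity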
Target sequence (Q8N884 whole entry, looked up): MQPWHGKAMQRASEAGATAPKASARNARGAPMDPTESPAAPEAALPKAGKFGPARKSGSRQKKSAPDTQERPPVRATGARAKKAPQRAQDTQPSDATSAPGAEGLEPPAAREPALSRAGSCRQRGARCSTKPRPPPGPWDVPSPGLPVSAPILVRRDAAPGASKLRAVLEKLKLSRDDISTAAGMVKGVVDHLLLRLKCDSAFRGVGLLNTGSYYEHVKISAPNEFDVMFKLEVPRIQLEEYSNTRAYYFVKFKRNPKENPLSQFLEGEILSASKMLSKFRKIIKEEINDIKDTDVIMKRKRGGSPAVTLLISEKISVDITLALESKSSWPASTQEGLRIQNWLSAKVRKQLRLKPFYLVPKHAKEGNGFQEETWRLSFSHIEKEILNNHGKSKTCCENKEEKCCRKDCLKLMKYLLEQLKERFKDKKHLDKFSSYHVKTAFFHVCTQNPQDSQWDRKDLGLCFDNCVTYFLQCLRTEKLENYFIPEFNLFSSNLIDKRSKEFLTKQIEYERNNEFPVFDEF
Active calls of the source: *; . = not tested or not shown; & = joins results of further samples. Cut-off read from the data, not from the text of the source, unless noted: active = inhibition above about 40%; inactive = the rest.

SMILES	mcGAS lum	NPYLR7 agonist	hcGAS inh
COc1cc(S(=O)(=O)NC(C)c2ccccn2)ccc1NC(C)=O (centres undefined)	.	-5.3	5.8
CCCCn1nc(C)c(C(=O)N2CCNC(=O)CC2)c1Cl	.	1.3	-18.6
Cc1cc(C(=O)Nc2ccc(Cl)c(S(=O)(=O)N3CCCC3)c2)no1	.	-7.3	-6.9
CCC(C(=O)NC1CCN(c2ccccc2C(=O)NCCN(C)C)CC1)c1ccccc1 (centres undefined)	-5.7	24.8	-5.6
CCN(CC)c1ccc(CNc2nnnn2C)cc1	0.6	14.4	1.2
COc1ccc(N2CCN(C(=O)C3CC=CCC3C(=O)Nc3cc(OC)ccc3OC)CC2)cc1 (centres undefined)	.	-7.7	-6.4
CC(=O)Nc1ccc(NC(=O)CSc2nc(-c3ccccc3)nc3c2c(=O)n(C)c(=O)n3C)cc1	-9.0	-5.3	-6.1
Cc1ccc(-n2c(SCc3ccccc3)nnc2C(Cc2ccccc2)NC(=O)C(C)(C)CCl)cc1 (centres undefined)	-3.2	-3.2	-3.2
Cc1[nH]c2ccccc2c1C(=O)Cn1c(=O)oc2ccccc21	.	-3.2	-4.9
CCOc1ccc(NC(=O)c2cccc3c2OC(C)C3C)cc1S(=O)(=O)N1CCOCC1 (centres undefined)	.	7.3	-5.3
COc1ccc(Br)c(Cn2c(C)c(C(=O)NCc3ccc(C#N)cc3)sc2=O)c1	.	8.6	4.7
NC(=O)c1ccccc1NC(=O)C1CCN(c2ccc(-c3ccc(F)cc3)nn2)CC1	-3.0	-7.3	3.7
c1ccc2oc(N3CCN(Cc4nc(-c5ccc6c(c5)OCO6)no4)CC3)nc2c1	-15.2	6.3	-2.4
Cc1cc(NC(=O)CN2CC(C)CC(C)C2)nc2c1c(=O)oc1ccccc12 (centres undefined)	-7.7	-3.6	-6.2
CC1CN(C(=O)c2cc3ccsc3n2Cc2cccc(F)c2)CCN1C(=O)Nc1ccc(C(F)(F)F)cc1 (centres undefined)	-6.0	-2.0	-11.1
COC(=O)C1=C(C)NC(=O)NC1c1ccc(F)cc1 (centres undefined)	-4.4	0.2	-6.4
CCC(=O)N1N=C(c2cccs2)CC1c1ccco1 (centres undefined)	-2.1	1.4	-9.5
CCOC(=O)c1cc(-c2cccc(NC(=O)C3CCN(C(C)=O)CC3)c2)n(-c2cccc(C)c2)n1	-7.0	-2.2	-4.9
O=C(NCc1cccs1)c1csc(Nc2ccc(OC(F)F)cc2)n1	.	7.3	4.0
N#Cc1ccc(CNC(=O)[C@@H]2Cc3nc[nH]c3CN2Cc2ccc(C(=O)O)cc2)cc1	-6.8	-8.7	-8.8
Nc1cc(N)c2c(c1)Oc1ccccc1CC2	-5.8	0.9	-5.7
CCOc1cc(C2C(C(=O)OC)=C(C)N(C)C(C)=C2C(=O)OC)ccc1OC(C)=O	-5.4	-5.3	-5.4
Cc1nc(C)c(CC(=O)N2CCn3cncc3C2)c(=O)[nH]1	-17.2	18.6	-7.2
OC(c1cccc(F)c1)c1ncc(-c2ccc(Oc3ccccc3)cc2)[nH]1 (centres undefined)	.	-0.1	-12.1
O=C(OCc1cc(Cl)ccn1)c1ccc2nc(C(F)F)[nH]c2c1	.	0.0	-6.4

Laid out differently: results already given.
| structure | mcGAS lum | NPYLR7 agonist | hcGAS inh |
| --- | --- | --- | --- |
| CCOc1ccc(NC(=O)c2cccc3c2OC(C)C3C)cc1S(=O)(=O)N1CCOCC1 (centres undefined) | . | 7.3 | -5.3 |
| COc1ccc(Br)c(Cn2c(C)c(C(=O)NCc3ccc(C#N)cc3)sc2=O)c1 | . | 8.6 | 4.7 |
| NC(=O)c1ccccc1NC(=O)C1CCN(c2ccc(-c3ccc(F)cc3)nn2)CC1 | -3.0 | -7.3 | 3.7 |
| c1ccc2oc(N3CCN(Cc4nc(-c5ccc6c(c5)OCO6)no4)CC3)nc2c1 | -15.2 | 6.3 | -2.4 |
| Cc1cc(NC(=O)CN2CC(C)CC(C)C2)nc2c1c(=O)oc1ccccc12 (centres undefined) | -7.7 | -3.6 | -6.2 |
| CC1CN(C(=O)c2cc3ccsc3n2Cc2cccc(F)c2)CCN1C(=O)Nc1ccc(C(F)(F)F)cc1 (centres undefined) | -6.0 | -2.0 | -11.1 |

Further structures.
SMILES	mcGAS lum	NPYLR7 agonist	hcGAS inh
N#CCSc1nnc2c(n1)[nH]c1ccccc12	.	18.5	-6.3
CCn1c(SC(C(N)=O)c2ccccc2)nnc1-c1ccco1 (centres undefined)	-0.7	-5.3	-4.3
O=C1OC(c2ccco2)=N/C1=C\C(Cl)=C\c1ccccc1	3.7	-1.4	1.2
O=C(c1scc2c1CCCC2)N1CCCC(CNS(=O)(=O)c2cccs2)C1 (centres undefined)	-3.2	-6.9&-11.7	2.4&1.0
COc1cccc(C2CC(c3ccccc3NS(C)(=O)=O)=NN2C(=O)c2ccco2)c1O (centres undefined)	-3.4	-0.3	-0.9
CN(Cc1ccccc1)C1=CC2=CC(=C(C#N)C#N)CCC2CC1 (centres undefined)	.	117.8*	-2.9
Cc1c(Cc2ccc3c(c2)OCO3)sc(NC(=O)c2cc(=O)c3ccccc3o2)c1C#N	-2.6	2.7	-3.7
CC(C)(C)C(=O)Nc1nnc(SCc2cccc(Cl)c2)s1	0.1	-4.5	-2.3
O=c1[nH]c(SCc2ccc(Cl)c(Cl)c2)nc2c1cnn2CCO	.	-1.8	-2.8
COc1cc2c(cc1OC)CN(Cn1nc(C(F)(F)F)n(C)c1=S)CC2	.	8.6	-8.0
CC(=O)Nc1cccc(CN2CCC(Oc3ccccn3)C2)c1 (centres undefined)	-6.5	12.1	-4.9
Cc1cc(N2CCN(S(=O)(=O)c3cccc(C(F)(F)F)c3)CC2)nc(-c2cccc(C(F)(F)F)c2)n1	-5.1	-3.6	-6.3
Cc1cccc2c1C(=O)NC(c1c(C(C)C)nn(C)c1Cl)N2 (centres undefined)	.	2.6	-6.2
O=c1ccn(Cc2nnc(SCc3ccc(Cl)cc3)o2)c(=O)[nH]1	-8.2	-3.2	-7.7
O=C(CCc1c[nH]c2ccccc12)N1CCC(CO)(Cc2cccc(C(F)(F)F)c2)CC1	-7.6	13.9	1.5&-4.7
CCCCn1nnnc1NCc1cccn1C	.	8.5	-9.9
CCCN1CCC(NC2CC(C)(C)Cc3c2cnn3-c2ccc(F)cc2)CC1 (centres undefined)	-11.0	21.9	-8.8
CC(c1nnc(SCC(=O)O)n1-c1ccccc1)n1ccnc1 (centres undefined)	-12.5	3.5&16.3	-7.5&-5.6
Cc1cnc(N2C[C@H](OC(C)C)[C@@H](O)C2)nc1N(C)C	.	9.3	-5.6
CCOC(=O)c1ccc2c(c1)sc(=NC(=O)c1ccnn1C)n2C	-7.8	.	-5.0
O=C(NC1CCN(c2ccccc2C(=O)NCCc2ccccc2)CC1)c1ccccc1F	-5.1	-2.8	-6.7
CS(=O)(=O)N1N=C(c2cccc(O)c2)CC1c1ccco1 (centres undefined)	-6.4	10.2	-6.3
O=C(c1cccnc1Cl)N1CCN(c2nccc(-c3ccco3)n2)CC1	-5.6	3.5	-2.0
CCOc1ccccc1C(=O)N1C[C@@H](CO)[C@@H]2Oc3c(C)cccc3[C@@H]21	-0.9	-3.5	1.8
CC(=O)Nc1ccc(NC(=O)CSc2cn(CC(=O)N(C(C)C)C(C)C)c3ccccc23)cc1	-7.6	-3.4	-5.6

Complete entries from above. Order of screens: mcGAS lum, NPYLR7 agonist, hcGAS inh
Cc1cc(N2CCN(S(=O)(=O)c3cccc(C(F)(F)F)c3)CC2)nc(-c2cccc(C(F)(F)F)c2)n1 across the screens: -5.1, -3.6, -6.3
CC(=O)Nc1ccc(NC(=O)CSc2cn(CC(=O)N(C(C)C)C(C)C)c3ccccc23)cc1 across the screens: -7.6, -3.4, -5.6
Cc1cnc(N2C[C@H](OC(C)C)[C@@H](O)C2)nc1N(C)C across the screens: ., 9.3, -5.6

Other entries follow.
SMILES	mcGAS lum	NPYLR7 agonist	hcGAS inh
Cc1ccccc1C(NC(=O)c1cnn(C)c1)c1ccncc1 (centres undefined)	.	-21.0	-0.5
O=C(O)COc1ccc(N=Cc2nc(-c3ccc(Cl)cc3)oc2O)cc1	-1.3	7.2	-0.7
COC(C)c1noc(CCC(=O)NCc2ccc3c(c2)OCCO3)n1 (centres undefined)	-11.4	0.8	-4.6
CSc1nc(C)c(CC(=O)NCc2ccc(N(C)C)cc2)s1	.	-1.3	0.2
C=CCc1cccc(C)c1OCCCCNCCOC	.	-12.9	-8.7
CC1C(=O)N(c2ccccc2-c2ccccc2)CCN1C(=O)CCc1ccccc1 (centres undefined)	-2.6	-0.9	-2.3
Cc1cccc(CSCC(=O)NC(C)C2CN(C)CCO2)c1 (centres undefined)	-9.2	-2.7	-4.2
O=S(=O)(NCCc1csc2nc(-c3ccc(F)cc3)nn12)c1ccc(Oc2ccccc2)cc1	-8.0	-7.8	-3.3
Cc1cnc(NCC(c2ccccn2)N(C)C)nc1N(C)C (centres undefined)	.	1.6	-6.4
Cc1nccc(N[C@H]2[C@@H]3CCO[C@@H]3[C@@H]2C2CCCC2)n1	-4.9	.	-7.5
Cc1cccc(-n2ncc(C(=O)NCc3ccncc3)c2C(F)(F)F)c1	-5.3	22.7	-7.9
Cc1ccccc1CNC(=O)C1CCN(c2ncccc2S(=O)(=O)N2CCCCC2)CC1	-3.0	2.1	-3.9
CC(C)NS(=O)(=O)c1ccc2c(c1)oc(=O)n2C	-3.8	3.9	-6.4
CN(Cc1cnc(-c2ccco2)nc1)Cc1cnn(-c2ccc(F)cc2)c1	.	10.0	-4.2
Cc1nnc(CN(C)C(=O)CC2COc3ccc(C(=O)N(C)C)cc3N2C)o1 (centres undefined)	.	5.9	-5.1
O=C(NCc1cccs1)c1cccnc1N1CCN(C(=O)c2cccc(Cl)c2)CC1	-6.3	-6.8	-5.3
O=C(c1cncc(N2CC[C@@H](c3ccc4c(c3)OCO4)[C@H](O)C2)n1)N1CCCC1	.	8.6	-3.1
CCCCc1noc(C(C)Nc2cccc(N3CCCCC3=O)c2)n1 (centres undefined)	.	4.4	-1.3
Cc1ccc(Cc2nc(N3CCN(C(=O)CSc4ccccc4)CC3)c3c(C)nn(-c4ccc(F)cc4)c3n2)cc1	-3.7	-0.4	-1.1
NC(=O)c1csc(C(=O)N(Cc2ccoc2)C2CCCCC2)c1	.	5.2	-9.9
CCOc1c(C)cnc2c1c(=O)n(CC)c(=O)n2C	-8.2	2.8	-5.1
O=c1[nH]c(=S)[nH]c2sc3c(c12)CCCC3	12.5	-0.6	14.3
COC(=O)c1sc(NC(=O)COc2cccc(I)c2)c(C(=O)OC)c1C	5.3	-0.2	-2.1
CSc1nnc2c(n1)OC(c1ccc(Br)o1)Nc1ccc(Br)cc1-2 (centres undefined)	1.3	3.6	-6.9
COc1ccc(C2CC(=O)C3C(=Nc4ccccc4NC3c3ccc(F)cc3)C2)cc1OC (centres undefined)	-0.6	-1.1	-1.6
SMILES	mcGAS lum	NPYLR7 agonist	hcGAS inh
Cc1ccc(C)c(NC(=O)CSc2ccc3nnc(-c4cccnc4)n3n2)c1	-2.5	-2.5	-1.3
Cc1cc2nc(-c3ccccc3)c(N3CCCN(C(=O)c4ccc(C(F)(F)F)nc4C)CC3)nc2cc1C	-5.8	2.8	-3.4
Cc1ccc(S(=O)(=O)c2c(C)cc(C)n(CC(=O)NCc3ccccc3)c2=O)cc1	-10.0	4.4	-4.5
Clc1ccccc1NCc1coc(-c2ccccc2)n1	.	12.1	-14.1
c1cc(-c2cc(C3CCN(Cc4ccc(-n5cncn5)cc4)C3)ccn2)ccn1 (centres undefined)	-9.8	0.5	-3.3
Cc1ccc(C(=O)NC(C(=O)NC2CC2)C2CCN(C(=O)c3ccccc3F)CC2)cc1 (centres undefined)	-5.6	7.4	-3.8
COc1ccc(OC)c(SCc2ccc(C(=O)N3C4CCC3CC(Oc3cccc(C(F)(F)F)c3)C4)cc2)c1 (centres undefined)	-5.0	17.5	-1.3
CCCc1nc(C)sc1C(=O)N1CCC(O)(c2ccccc2)CC1	-5.9	20.5	-4.8
Cc1cc(C)c(-c2nc3cc(N)ccc3o2)c(C)c1	-4.3	-5.1	-0.5
Cc1nn(C)c(Cl)c1C(=O)NC(C)c1cccs1 (centres undefined)	-6.9	0.3	-6.7
Cc1ccc(-c2nc3cc(C)ccn3c2NC(=O)c2ccccc2)cc1	-5.9	-1.3	-2.3
COc1ccc(C(=O)CSc2cc(C)nc3c(-c4ccccc4)c(C)nn23)cc1OC	-6.3	-1.7	-1.3
O=C(Cc1ccc(F)cc1)N1CCCN(c2nc3ccccc3nc2-c2ccccc2)CC1	2.0	2.3	1.4
CCOC(=O)C1(Cc2ccccc2C)CCCN(C(=O)Nc2ccccc2F)C1 (centres undefined)	-2.8	9.4	-2.5
O=C(O)c1occc1CS(=O)(=O)c1ccccc1	.	8.6	-13.7
COc1cc(NC(=O)Nc2ccc(N3CCC(C)CC3)c(C(=O)NC3CC3)c2)cc(OC)c1	-0.7	-3.5	2.4
COc1cccc(OC)c1C(=O)OCc1ccoc1C(=O)O	.	-1.9	-6.1
CC(=NOCc1nc2c3c4c(sc3ncn2n1)CCCC4)c1cccs1	.	9.1	-5.7
O=C(c1nnn(-c2ccccc2)c1CSc1ncccn1)N1CCOCC1	-9.7	-1.8	-11.4
CC(O)CN1CCN(C(=O)c2cnc(-c3ccco3)s2)CC1 (centres undefined)	-6.1	0.4	-11.5
CC(=O)c1ccc(NC(=O)c2nnn(-c3ccc4noc(-c5ccc(Cl)cc5)c4c3)c2C)cc1	-9.6	2.8	-10.8
COc1ccccc1Cn1cnc2c([nH]c3ccc(F)cc32)c1=O	-8.6	2.7	-7.7
